Compound activity (PubChem BioAssay)
KCNQ2 inh: KCNQ2 channel blockers in CHO-K1 cells – cell-based, FluxOR thallium flux, B-score, primary screen (AID 2156); actives 1.1% (n = 310,000); B-score at 10 µM; O88943; 20 min; stronger effect = lower value;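 active = fluorescence ratio B-score at most minus 3 library SDs, with starting brightness B-score within 2 library SDs, cut at about -5.5 in these data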
Kir21 block: inhibitors of mouse Kir2.1 inward-rectifier potassium channel. AID 1672. actives 0.85% (n = 310,000). P35561. B-score at 10 µM. HEK293-Kir2.1, FluxOR thallium flux fluorescence; stronger effect = lower value;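 active = fluorescence ratio B-score at or below minus 3 SD of library scores, with starting-brightness B-score within 2 SD, cut at about -4.2 in these data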;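 also: channel flux triggered by added potassium and thallium sulfate stimulus; B-score of peak minus minimum fluorescence over baseline after thallium stimulus; more negative B-score means stronger Kir2.1 block with less thallium influx; some compounds called inactive have numbers as strong as hits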
Target sequence (P35561 whole entry, looked up): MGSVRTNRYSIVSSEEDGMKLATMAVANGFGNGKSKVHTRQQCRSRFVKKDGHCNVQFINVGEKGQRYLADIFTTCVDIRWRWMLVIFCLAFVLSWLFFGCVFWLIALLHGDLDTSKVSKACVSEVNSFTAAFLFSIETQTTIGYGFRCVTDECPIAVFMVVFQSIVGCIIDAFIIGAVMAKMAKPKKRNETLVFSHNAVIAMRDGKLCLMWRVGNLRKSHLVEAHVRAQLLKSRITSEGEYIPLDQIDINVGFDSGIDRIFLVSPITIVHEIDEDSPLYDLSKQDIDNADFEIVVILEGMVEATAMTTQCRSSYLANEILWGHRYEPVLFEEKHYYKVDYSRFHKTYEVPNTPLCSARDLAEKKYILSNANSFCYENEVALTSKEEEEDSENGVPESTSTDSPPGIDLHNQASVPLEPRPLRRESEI
STK33 inh: human STK33 kinase inhibition; inhibition, % at 10 µM; purified STK33, MBP phosphorylation, ADP-Glo luminescence; AID 2661; actives 0.073% (n = 320,000); Q9BYT3;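 active = inhibition at or above 25%, using the most active replicate where run in duplicate; inactive = inhibition below 25%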
Target sequence (Q9BYT3 whole entry, looked up): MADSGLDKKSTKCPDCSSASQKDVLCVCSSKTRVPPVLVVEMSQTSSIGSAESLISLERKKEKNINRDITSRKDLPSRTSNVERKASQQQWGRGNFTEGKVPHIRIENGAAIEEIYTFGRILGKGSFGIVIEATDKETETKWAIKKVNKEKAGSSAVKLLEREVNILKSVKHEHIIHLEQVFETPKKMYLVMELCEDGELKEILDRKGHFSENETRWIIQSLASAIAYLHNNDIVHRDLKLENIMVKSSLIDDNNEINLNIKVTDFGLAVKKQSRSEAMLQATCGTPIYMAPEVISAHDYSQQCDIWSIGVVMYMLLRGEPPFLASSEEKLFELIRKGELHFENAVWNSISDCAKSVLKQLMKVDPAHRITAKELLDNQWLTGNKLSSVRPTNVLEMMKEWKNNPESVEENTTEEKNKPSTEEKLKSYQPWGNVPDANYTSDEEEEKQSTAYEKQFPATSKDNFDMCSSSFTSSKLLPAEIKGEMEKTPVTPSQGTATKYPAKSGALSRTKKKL
Starred values were filed as active, the others as inactive; i = inactive; x = not tested or not shown.

SMILES	KCNQ2 inh	Kir21 block	STK33 inh
Cc1cccc(N2CCN(C(=O)CC(NC(=O)c3ccccc3)c3ccccc3)CC2C)c1 (stereo not given)	i	0.21	6.3
CN(Cc1cn(-c2ccccc2)nc1-c1ccc(Cl)cc1)C(=O)CCC(=O)O	i	0.5	-1.2
S=c1[nH]nc(-c2ccccn2)n1/N=C/c1ccccc1	i	0.72	-3.6
O=C(Nc1ccc2c(c1)CCC2)c1cccc(F)c1	i	0.55	-2.3
CC(=O)CSc1nnc(-c2cnccn2)n1-c1ccccc1	i	1.2	x
Cc1nc(-c2ccccc2)nc2n[nH]c(N)c12	i	0.23	2.3
COc1cccc(Nc2nc3ccccc3n3cnnc23)c1	i	2.8	0.5
O=C(NN1C(=O)c2ccccc2NC1c1ccc([N+](=O)[O-])o1)c1ccc([N+](=O)[O-])cc1 (stereo not given)	i	-2.2	0.3
COc1cccc2cc(C(=O)NNC(=O)c3ccc(Br)cc3)c(=O)oc12	i	-1	0.2
COc1ccc(OC)c(N=c2oc3c(OC)cccc3cc2C(=O)NCc2ccco2)c1	i	0.62	-1.2
CS(=O)(=O)N(CC(=O)Nc1ccccc1-c1ccccc1)c1ccccc1	i	-0.44	0.0
COC(=O)c1ccc(C)c(NC(=O)CN(c2ccccc2)S(=O)(=O)N(C)C)c1	i	-0.97	-0.5

Some of these compounds in order of count of non-hydrogen atoms, ascending.
SMILES	KCNQ2 inh	Kir21 block	STK33 inh
S=c1[nH]nc(-c2ccccn2)n1/N=C/c1ccccc1	i	0.72	-3.6
CC(=O)CSc1nnc(-c2cnccn2)n1-c1ccccc1	i	1.2	x
O=C(NN1C(=O)c2ccccc2NC1c1ccc([N+](=O)[O-])o1)c1ccc([N+](=O)[O-])cc1 (stereo not given)	i	-2.2	0.3

Further records
SMILES	KCNQ2 inh	Kir21 block	STK33 inh
O=C(Nc1ccccc1O)N1c2ccccc2Sc2ccccc21	i	-0.1	0.9
CC(=O)N1CCc2cc(S(=O)(=O)CCC(=O)N(C)Cc3ccco3)ccc21	i	0.99	1.4
CC(NC(=O)C1CCCO1)c1ccccc1 (stereo not given)	i	-0.04	-0.7
C#CCOCCOCCOCCNc1nc(N2CCOCC2)nc(N2CCN(C(=O)[C@H](Cc3cc4ccccc4[nH]3)n3cc([C@@H](N)C(C)CC)nn3)CC2)n1 (stereo not given in full)	i	0.18	-1.7
O=C1CC(=C(c2ccccc2)c2ccccc2)C(=O)N1CCCCN1CCN(c2ccccc2)CC1	i	0.41	1.2
Cc1cc(NC(=O)Cn2nc(C)c([N+](=O)[O-])c2C)no1	i	0.2	-0.3
Cc1c(NC(=O)C(C)OC(=O)c2nc(Cl)ccc2Cl)c(=O)n(-c2ccccc2)n1C (stereo not given)	i	1.5	-0.4
CCOC(=O)c1c(C)[nH]c(C(=O)N2CCN(C(=O)OCC)CC2)c1C	i	-0.58	-1.6
COc1ccc(C2=NS(=O)(=O)N(C)C(C(=O)NCc3ccc4c(c3)OCO4)=C2)cc1OC	i	-0.43	0.5
CCCN1CCN(CCCNC(=O)Cn2ncc3c4ccccc4n(C)c3c2=O)CC1	i	-0.5	-0.9
COc1ccc(OC)c(S(=O)(=O)n2ccnc2C(C)C)c1	i	-0.07	0.1
CCO[C@H]1OC(C(=O)N2CCN(C)CC2)=C[C@@H](C)[C@@H]1CCCO	i	0.41	0.2
COc1ccc(OCC(O)COc2ccc(OC)cc2)cc1	i	0.77	-1.1
CC1(C)Cc2c(sc3nc4n(-c5ccccc5)c(=O)c(CCC(=O)O)nn4c(=O)c23)CO1	i	-0.72	-1.9
Cc1ccccc1NC(=O)c1ccccc1N(C)S(=O)(=O)c1ccccc1	-7.6*	0.09	-3.0
CCOC(=O)CC1Sc2ccccc2NC1=S (stereo not given)	i	2.1	-0.3
Cc1cc(OC(=O)c2ccc(C(C)(C)C)cc2)c([N+](=O)[O-])c(=O)[nH]1	i	0.97	-1.0
CCCCc1nnc(NC(=O)C(C)Sc2nc(O)c(Cc3ccccc3)c(=O)[nH]2)s1 (stereo not given)	i	0.43	0.2
O=C(CCc1ccccc1)NCc1ccc(F)cc1	i	0.29	-0.6
CC(C)(O)C1=NOC(c2ccccc2)C1 (stereo not given)	i	2.6	1.0
COC(=O)C1=C(C)NC(=O)CC1c1ccccc1F (stereo not given)	i	0.67	0.0
CCOc1ccc(N(C)C(=O)CCc2nnc3ccc(N4CCCC4)nn23)cc1	i	1.9	0.7
COc1ccc(-c2[nH]ncc2C2N=C(N)Nc3nc4ccccc4n32)cc1 (stereo not given)	i	-1.6	0.6
CCOC(=O)c1ccc(NC(=S)N(CCN(C)C)Cc2cccs2)cc1	i	1.1	0.1

At a glance, 3 of the compounds above:
SMILES	KCNQ2 inh	Kir21 block	STK33 inh
CCOc1ccc(N(C)C(=O)CCc2nnc3ccc(N4CCCC4)nn23)cc1	i	1.9	0.7
COc1ccc(-c2[nH]ncc2C2N=C(N)Nc3nc4ccccc4n32)cc1 (stereo not given)	i	-1.6	0.6
CCOC(=O)c1ccc(NC(=S)N(CCN(C)C)Cc2cccs2)cc1	i	1.1	0.1

Further compounds follow.
SMILES	KCNQ2 inh	Kir21 block	STK33 inh
Nc1ccccc1SC1CC(=O)N(c2ccc3c(c2)OCO3)C1=O (stereo not given)	i	-0.08	-1.2
COC(=O)c1cccc(NC2CC(=O)N(c3ccc(OC)c(OC)c3)C2=O)c1 (stereo not given)	i	0.06	2.7
CCOc1ccc(C(=O)NCC(=O)OCC(=O)N2C(C)CCCC2C)cc1 (stereo not given)	i	-0.64	-0.6
CCCOc1c(Cl)cc(C(=O)NC)cc1OC	i	1.1	2.1
COc1cc(C(=O)Cc2nc3ccccc3n2C)cc(OC)c1OC	i	-1.6	0.7
CCCCNC(=S)N(C)/N=C/c1ccc2c(c1)OCO2	i	0.04	0.5
CC(NC(=O)[C@H](C)NC(=O)N1CCn2c1nc1ccccc12)c1ccccc1 (stereo not given in full)	i	-0.2	-0.3
Cc1ccn(CCC(=O)N2CCCC(CCC(=O)N3CCN(c4ccccn4)CC3)C2)n1 (stereo not given)	i	-1.5	-0.6
COc1cccc(C(C(=O)NC2CCCC2)N(C(=O)c2csnn2)C2CC2)c1 (stereo not given)	i	2.4	-0.9
C=CCn1c(C(CC)CC(C)(C)O)n[nH]c1=S (stereo not given)	i	0.5	-1.1
Cc1cccc(NC(=S)NC(=O)c2cccs2)n1	i	0.49	2.3
O=C(COc1ccc(Cl)cc1)N1CCN(C(=O)c2ccccc2F)CC1	i	-1.3	-0.8

2 compounds drawn at random from those above:
SMILES	KCNQ2 inh	Kir21 block	STK33 inh
CCCCc1nnc(NC(=O)C(C)Sc2nc(O)c(Cc3ccccc3)c(=O)[nH]2)s1 (stereo not given)	i	0.43	0.2
COC(=O)c1cccc(NC2CC(=O)N(c3ccc(OC)c(OC)c3)C2=O)c1 (stereo not given)	i	0.06	2.7

Continuation:
SMILES	KCNQ2 inh	Kir21 block	STK33 inh
S=C(N/N=C/c1ccc2c(c1)OCO2)NC1CC2CCC1C2 (stereo not given)	i	-0.38	-1.0
COC(=O)c1cccc(NC(=S)N2CCN(c3ccccc3F)CC2)c1	i	-0.32	0.2
O=C1CCC/C1=C\Nc1ccc(Cl)c([N+](=O)[O-])c1	i	-0.56	-17
Cc1ncc(CO)c2c1Oc1nc(-c3ccccc3)nc(SCC(=O)Nc3cccc(O)c3)c1C2	i	1.1	-1.3
CCOC(=O)c1cc(CC)sc1NC(=O)COC(=O)c1ccccn1	i	-2	-0.1
CN(Cc1ccon1)C(=O)CC1C(=O)NCCN1Cc1ccc(F)c(F)c1 (stereo not given)	i	-0.97	-0.8
CN(CC(=O)N1CCCC1)S(=O)(=O)c1ccc2ccccc2c1	i	0.21	-1.3
CC1=CC(C)(C)N2C(=O)C3(C(C#N)=C(N)OC4=C3C(=O)CC(C)(C)C4)c3cccc1c32 (stereo not given)	i	-1.8	x
O=C(NCCN1CCOCC1)c1cc(Sc2ccccc2Cl)nc2ccccc12	i	-1.4	-0.7
Nn1c(SCc2cc([N+](=O)[O-])cc3c2OCOC3)nnc1-c1cccnc1	i	1.5	0.3
CCc1c(C(=O)N/N=C/c2cn[nH]c2-c2ccc(F)cc2)csc1C	i	-0.21	2.7
Cc1ccc(N(CC(=O)Nc2ccc3c(c2)OCCO3)S(=O)(=O)c2c(C)n[nH]c2C)cc1	i	1	0.6
CC(OC(=O)C1CSC2(c3ccc(F)cc3)CCC(=O)N12)C(=O)NC(N)=O (stereo not given)	i	0.18	-0.4
CC(=O)c1cccc(NC(=O)CSCc2ccc(Br)cc2)c1	i	0.04	0.6
Cc1ccc(-c2csc(NC(=O)CCCc3cccs3)n2)cc1	i	-0.03	-1.7
CN(C)S(=O)(=O)N1CCC(Oc2ccc(C(=O)NC3CCCCC3)cc2)CC1	i	-0.28	-2.3
Cc1nc2ncnn2c(C)c1Cc1ccc(Cl)cc1F	i	-0.37	1.1
COc1cccc(CN2CCN(C(=O)c3cc(-c4cccnc4)nc4ccc(C)cc34)CC2)c1	-7.3*	-0.36	0.7
O=C(Nc1ccc(Cc2ccncc2)cc1)C1CC1	i	2.3	-1.4
Cc1ccc(C(=O)Cn2c(=N)n(N)c3ccccc32)cc1	i	-2	-1.1
CC(/C=C/c1ccccc1)=N/NC(=O)c1nc2nc(C)cc(C)n2n1	i	0.84	x
O=C1CCC(C(=O)Nc2cc(C(F)(F)F)ccc2-n2cncn2)=NN1	i	-0.37	0.8
O=c1[nH]c(=S)[nH]c2c1C(c1ccc(Br)cc1)c1c([nH]c(=S)[nH]c1=O)O2	i	2.8	0.4
CC1=C(C(=O)Nc2ccccc2F)C(c2ccsc2)C2=C(CC(c3ccccc3)CC2=O)N1 (stereo not given)	-6.1*	0.03	-0.6
CCn1c(SCC(=O)Nc2sc3c(c2C(N)=O)CCC(C)C3)nnc1-c1ccco1 (stereo not given)	i	0	-1.6
COc1nonc1NC(=O)CSc1nc2ccccc2[nH]1	i	2.6	-1.2
Nc1c(N)c2ccccc2oc1=O	i	-0.1	-0.1
CCN(CC)c1ccc(N=Cc2ccccc2[N+](=O)[O-])cc1	i	0.47	0.2
CSCCC(NC(=O)OC(C)(C)C)C(=O)NC(CC(C)C)C(N)=O (stereo not given)	i	-1.3	-0.4
CCCC12CN3CC(C)(CN(C1)C3c1ccc(OC)cc1)C2=O (stereo not given)	i	-0.31	-1.2
Cn1c(N)c(C(=O)Nc2ccc3ccccc3c2)sc1=S	i	-0.49	-0.7
CCC(C)(C#CCN1CCCCC1)OC(C)=O (stereo not given)	i	0.74	-0.5
CC1(C)NC(=O)N(CC(=O)OCC(=O)c2ccc(F)cc2)C1=O	i	0.02	-0.9
CCc1cc(CNC(=O)c2ccc(OC)c(OC3CCN(C(C)C)CC3)c2)on1	i	2.3	2.1
Cc1ccc(S(=O)(=O)NCCCCCC(=O)Nc2nccs2)cc1	i	-0.87	1.4
O=C(O)c1ccc(Cn2cc(/C=C\[N+](=O)[O-])c3ccccc32)o1	i	0.57	0.9
COc1cccc(-c2nc3n(n2)C(c2ccc4c(c2)OCO4)C(C(N)=O)=C(C)N3)c1 (stereo not given)	i	0.26	0.6
Oc1ccc(Br)cc1-c1nc2cnccn2c1NC1CCCCC1	i	-0.49	-0.3
Cc1c(C(=O)NCc2ccccc2)cnn1-c1ccccc1	i	0.04	0.4
COCCOC(=O)c1[nH]c2c(c1C)C(=O)CC(c1ccc(OC)cc1)C2 (stereo not given)	i	-0.56	-1.0
COc1cccc(C(=O)Nc2ccc(S(=O)(=O)Nc3onc(C)c3C)cc2)c1	i	-0.02	0.0
CC(C)C(OC(=O)CN1C(=O)c2ccccc2C1=O)C(=O)NC1CCCC1 (stereo not given)	i	0.58	-0.2
COC1=C(Nc2ccccc2OC)C(=O)c2ccccc2C1=O	i	0.64	2.7
Cc1ccccc1-n1c(SCc2c(C)noc2C)nnc1-c1c[nH]c2ccccc12	i	-1.1	-0.4
O=C(c1ccc(Cl)cc1)C1CCN(C(=O)C2CC2)CC1	i	-1	-0.2
CCOC(=O)c1sc(NC(=O)CSc2nnc(C(C)C)n2C)nc1C	i	-0.37	-0.6
COc1ccc(-c2nn(CCC#N)cc2C(=O)Nc2cccc(C(=O)O)c2)cc1OC	i	-0.05	0.5
Cc1cccc(C)c1N1CCN(C(=O)Nc2ccc3c(c2)OCCO3)CC1	i	1.3	-1.9
COc1cccc(NC(=O)NNC(=O)COc2ccc3ccccc3c2)c1	i	-0.53	-1.0
COCc1ccc(C(=O)N2CCc3c([nH]c4ccccc34)C2c2ccccn2)s1 (stereo not given)	i	0.83	-1.2
CCSc1nnc(NC(=O)NC2CCCCC2)s1	i	-0.39	-0.7
COCCOC(=O)c1c(C)oc2ccc(OC(=O)c3ccco3)cc12	i	-1.2	-0.7
O=C(CCCCN1CCCCC1)c1ccc2c(c1)Cc1ccccc1-2	i	-3.6	-0.2
CN1CCN(C(=O)c2cnn(-c3ccccc3)c2NC(=O)c2ccccc2)CC1	i	-0.3	0.0
COc1ccc(CC(=O)Nc2ccc(S(=O)(=O)Nc3nc(C)cc(C)n3)cc2)cc1	i	0.59	-1.7
CC1CC(C)(C)NC(=S)N1CCC(=O)N1CCN(c2ccccc2)CC1 (stereo not given)	i	1.3	-2.7
CC(C)c1ccc(NC2CCCN(C(=O)c3cccc4nccnc34)C2)cc1 (stereo not given)	i	1.1	-1.1
COc1cccc(OCCNC(=O)Nc2cc(F)c(F)cc2Cl)c1	i	1.7	-1.0

No enrichment for hits; 1.9% or so of the library scored in one or more.
